APJ antag = antagonists of human APJ apelin receptor; P35414; CHO-K1 APJ beta-arrestin complementation, luminescence; inhibition, % at 20 µM; hit rate 0.32% among 330,000;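 active means inhibition above about 40% at 20 µM, limit read from the data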;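 further: cells challenged with 10 nM apelin-13 agonist together with compound; plate controls were apelin-13 plus DMSO wells for no effect and DMSO wells lacking apelin-13 for full effect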
Target sequence (P35414 whole entry, looked up): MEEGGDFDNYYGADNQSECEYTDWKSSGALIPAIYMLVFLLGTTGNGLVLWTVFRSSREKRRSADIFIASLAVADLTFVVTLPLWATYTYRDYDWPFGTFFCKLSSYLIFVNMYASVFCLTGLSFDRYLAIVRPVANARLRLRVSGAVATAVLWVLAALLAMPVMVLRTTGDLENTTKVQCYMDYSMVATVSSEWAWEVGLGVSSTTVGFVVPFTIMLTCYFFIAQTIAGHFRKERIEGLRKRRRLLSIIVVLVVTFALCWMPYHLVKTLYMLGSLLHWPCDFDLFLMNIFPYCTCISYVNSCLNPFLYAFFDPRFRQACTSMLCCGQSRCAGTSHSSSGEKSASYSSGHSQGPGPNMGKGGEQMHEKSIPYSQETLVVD
APJ ag = agonists of human APJ apelin receptor | P35414 | CHO-K1 APJ PathHunter beta-arrestin, luminescence; 0% DMSO wells, 100% apelin | activation, % at 20 µM | hit rate 0.11% among 330,000 | AID 2520;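 active means activation more than six SD over the plate average, tested at 20 µM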;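 further: 0% = DMSO alone and 100% = apelin-13 at 10 nM; some results filed as inactive read as strong as hits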
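Material: engineered CHO-K1 APJ arrestin reporter cells; amount: 1000 CHO-K1 reporter cells seeded per well; incubation: compound stimulation 90 min at 25 °C, detection 60 min; signal: luminescent beta-gal fragment complementation, chemiluminescent substrate; read-out basis: APJ agonist activity; controls: DMSO-only wells as negative, 10 nM Apelin-13 as positive control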
Gli-Sufu block = blocks Gli-Sufu signaling in a luciferase reporter; hit rate 0.74% among 340,000; inhibition, % at 5 µM; Sufu-KO-LIGHT fibroblasts, Gli luciferase reporter luminescence; AID 588413;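 active means inhibition above about 55%, limit read from the data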;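 further: 0% = DMSO-treated cells and 100% = wells with medium but no cells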
ATG4B inh = ATG4B (human) cysteine protease inhibition | AID 504462 | hit rate 0.51% among 340,000 | ATG4B cleavage of LC3-PLA2, NBD-HPC fluorescence, 1 h | Q9Y4P1 | inhibition, % at 8.33 µM; in the data active means inhibition above about 40%
CCR6 antag = CCR6 (human) receptor antagonism; inhibition, % at 20 µM; AID 493098; hit rate 0.49% among 340,000; CHO-K1 CCR6 PathHunter beta-arrestin, luminescence, CCL20-stimulated;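 active means compounds whose inhibition of the agonist-driven luminescence signal at 20 µM reaches about 50%, limit read from the data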;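 further: cells stimulated with CCL20 at 14 nM final; plate controls were DMSO with CCL20 for no effect and DMSO without agonist for full effect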
UBC13 polyUb = inhibitors of human UBC13 polyubiquitin chain formation. P61088. TR-FRET. inhibition, % at 20 µM. hit rate 0.47% among 330,000. AID 485273; in the data active means inhibition above about 45%, passing the limit was not always enough
Target sequence (P61088 whole entry, looked up): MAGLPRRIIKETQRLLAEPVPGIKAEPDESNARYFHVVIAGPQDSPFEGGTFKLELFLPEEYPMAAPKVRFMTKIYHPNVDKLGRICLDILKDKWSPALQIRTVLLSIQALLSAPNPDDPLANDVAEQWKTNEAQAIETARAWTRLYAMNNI
CXCR6 inh = blocks human CXCR6 beta-arrestin recruitment; O00574; CHO-K1 PathHunter CXCR6 beta-arrestin, luminescence; inhibition, % at 20 µM; hit rate 0.36% among 360,000; AID 602244; in the data active means inhibition above about 34%, passing the limit was not always enough;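 further: antagonist mode with CXCL16 agonist at 10 nM final; 0% = 10 nM CXCL16 with DMSO and 100% = unstimulated wells without agonist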
Target sequence (O00574 whole entry, looked up): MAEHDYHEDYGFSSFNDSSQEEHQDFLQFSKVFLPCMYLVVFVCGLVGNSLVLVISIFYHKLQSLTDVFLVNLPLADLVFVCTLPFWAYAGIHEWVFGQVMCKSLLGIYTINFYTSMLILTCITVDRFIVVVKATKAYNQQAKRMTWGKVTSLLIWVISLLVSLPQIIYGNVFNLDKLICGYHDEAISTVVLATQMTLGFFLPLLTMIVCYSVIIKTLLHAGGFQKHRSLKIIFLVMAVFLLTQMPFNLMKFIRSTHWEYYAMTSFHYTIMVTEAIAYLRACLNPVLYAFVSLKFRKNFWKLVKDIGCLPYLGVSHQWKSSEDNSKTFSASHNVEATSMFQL
EBI2 antag = EBI2 (human) antagonism; hit rate 0.81% among 360,000; inhibition, % at 5 µM; AID 651636; P32249; EBI2 beta-arrestin recruitment, luminescence, 7a,25-OHC stimulated; in the data active means inhibition above about 38%;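 further: enzyme fragment complementation signal reports receptor beta-arrestin coupling in cells; 0% = agonist plus DMSO wells and 100% = wells without agonist; some results beyond the cut were filed as inactive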
* marks the source's active call; other numbers are inactive results; x = not tested or not shown.

Every second line gives: APJ ag	UBC13 polyUb	ATG4B inh	EBI2 antag	CXCR6 inh	CCR6 antag	APJ antag	Gli-Sufu block
O=C(COC(=O)c1cc([N+](=O)[O-])ccc1NCCO)Nc1ccc2c(c1)OCO2
 : -2.4	-5.3	-11.4	7.6	-21.9	16.8	3.6	12.0
Cc1cc2nc(C)n(CCCNC(=O)Nc3ccc(C#N)cc3)c2cc1C
 : -3.4	8.6	-16.1	3.1	6.0	13.6	11.1	0.6
Cc1nonc1OC(C)CNc1ccc([N+](=O)[O-])cc1 (configuration not stated)
 : 1.2	0.2	-4.3	12.5	8.2	32.6	-0.4	6.7
Nc1nc(C2CCCN2S(=O)(=O)c2ccc(Cl)cc2)cs1 (configuration not stated)
 : -2.1	-2.7	0.3	5.0	-5.8	-5.2	-11.8	39.6
O=C(N1CCOCC1)N(CCN1CCOCC1)Cc1cccc(Cl)c1
 : -0.3	-7.4	-2.2	4.4	-8.9	-30.1	5.9	1.6
O=C(C1CCN(S(=O)(=O)c2c(Cl)cccc2Cl)CC1)N1CCCCCCC1
 : -1.7	-1.7	6.3	-4.4	0.5	6.2	4.2	9.1
CN(C)C1(CNC(=O)Nc2ccccc2)CCCCC1
 : -1.0	-6.2	0.6	2.8	-0.6	-2.3	2.9	-3.9
CCN(CC)c1ccc(S(=O)(=O)N2CCOCC2)cc1NC(=O)CSc1nnc(N)s1
 : -3.5	-7.3	-7.6	-4.0	-2.6	18.8	-18.6	-6.7
COc1cccc(NC2c3ccccc3C(=O)N2Cc2ccco2)c1 (configuration not stated)
 : -3.4	-6.3	-3.6	-2.5	4.7	-6.5	8.1	-2.3
Cc1nn(-c2ccc(F)cc2)c(Cl)c1/C=C(/CC(=O)O)c1nc2ccccc2s1
 : x	x	-2.3	-5.0	6.6	5.5	x	-1.9
COc1cc(/C=C2/C(=N)N3C(SC)=NSC3=NC2=O)ccc1OC(=O)c1ccco1
 : -0.1	-1.8	4.8	-4.7	-5.3	8.6	14.6	-3.1
CC1CCCC(NC(=O)CCn2c(=O)oc3ccccc32)C1C (configuration not stated)
 : -2.1	4.7	-5.1	-7.2	-0.9	9.5	-1.4	-14.3
O=C(N=C1SC2CS(=O)(=O)CC2N1Cc1ccccc1)C1CCCO1 (configuration not stated)
 : -4.4	10.0	-6.0	-6.5	-0.9	-2.0	-6.9	4.4
COc1ccc(C(=O)NC(CC(C)C)C(=O)O)cc1OC (configuration not stated)
 : -4.4	7.6	-3.6	-7.6	3.6	0.0	1.0	3.6
O=C1c2cccnc2C(=O)N1c1cccc([N+](=O)[O-])c1
 : -2.6	6.4	-0.5	-18.4	-5.8	19.0	2.8	13.5
CS(=O)(=O)N1CCCC(C(=O)NCCc2ccccc2)C1 (configuration not stated)
 : 0.5	-2.6	2.8	-20.1	2.7	-0.6	-1.6	4.8
Cc1ccccc1-c1nc(CN2CCC(C(=O)NCc3cccnc3)CC2)c(C)o1
 : -1.0	-6.0	10.7	-20.4	2.5	11.2	4.7	3.1
CN(c1ccccc1)S(=O)(=O)c1cc(C(=O)c2nccn2C)ccc1Cl
 : -0.1	2.4	-5.6	11.5	0.7	11.3	0.0	4.1
COc1ccc(CNC(=O)C2CCN(S(=O)(=O)c3ccc(Br)s3)CC2)cc1
 : -0.7	5.9	-3.1	68.0*	7.2	20.9	4.6	-4.0
S=C(Nc1ccc(Cl)cc1)Nc1cccc2cnccc12
 : 3.1	-68.2	11.1	19.9	-5.0	7.1	-18.1	7.7
O=C(O)CCCC(=O)Nc1ccc(Oc2cccc(C(F)(F)F)c2)nc1
 : -4.8	-11.2	-16.6	4.8	2.5	5.9	6.9	-0.7
CCN1C(=O)CSc2ccc(C(=O)NCc3ccco3)cc21
 : -1.3	-6.0	-12.9	-8.5	3.6	-3.0	0.7	9.7
CC1=NN(c2ccccc2)C(=O)/C1=C/c1ccc[nH]1
 : -3.5	-35.0	1.8	-0.2	7.5	12.9	4.5	12.7
CCOC(=O)c1sc(NC(=O)c2ccc3ncsc3c2)nc1C
 : -1.5	12.2	11.4	-4.9	4.3	2.2	-48.3	-14.4
CCCS(=O)(=O)NCc1ccc2c(c1)cc(C)n2C
 : -1.0	-9.4	9.3	-10.1	-1.6	-6.3	10.0	28.1
O=C(Nc1nnc(SCC(=O)N2CCCc3ccccc32)s1)c1cccc2ccccc12
 : 4.8	5.4	12.1	-0.7	6.9	10.5	3.2	-10.8
O=C(CN1C(=O)CSc2ccc(S(=O)(=O)N3CCOCC3)cc21)NCc1cccnc1
 : -4.0	14.8	1.4	2.0	-7.2	-4.7	-2.0	-7.5
COc1cccc(/C=N/NC(=O)c2ccccc2N(Cc2ccccc2)S(=O)(=O)c2ccccc2)c1OC
 : -1.6	-2.2	-17.2	2.4	3.9	0.7	-15.8	4.0
COc1ccc2nc(C)cc(C(=O)O)c2c1
 : -2.8	5.9	1.8	-7.0	5.6	-4.5	-12.3	1.1
COc1ccc(CC(=O)OCc2cc3ccccc3[nH]c2=O)cc1
 : -4.1	7.3	-13.0	-8.9	-0.8	-2.6	16.6	5.5

The closing 3 entries of the section before lead into the next:
Every second line gives: APJ ag	UBC13 polyUb	ATG4B inh	EBI2 antag	CXCR6 inh	CCR6 antag	APJ antag	Gli-Sufu block
COc1cccc(/C=N/NC(=O)c2ccccc2N(Cc2ccccc2)S(=O)(=O)c2ccccc2)c1OC
 : -1.6	-2.2	-17.2	2.4	3.9	0.7	-15.8	4.0
COc1ccc2nc(C)cc(C(=O)O)c2c1
 : -2.8	5.9	1.8	-7.0	5.6	-4.5	-12.3	1.1
COc1ccc(CC(=O)OCc2cc3ccccc3[nH]c2=O)cc1
 : -4.1	7.3	-13.0	-8.9	-0.8	-2.6	16.6	5.5
Cc1cc(C(=O)NC2=NCCS2)cs1
 : 0.1	-7.2	-16.8	0.8	6.1	-9.4	-8.3	-47.9
COC(=O)Nc1ccc(S(=O)(=O)N2CCCC(C(=O)Nc3cccc4c3OCCO4)C2)cc1 (configuration not stated)
 : -1.5	5.8	-13.2	-4.9	-6.7	-5.2	9.0	-0.2
CCCC(=O)Nc1cccc(NC(=O)c2ccccc2Br)c1
 : -3.0	-2.6	2.8	3.3	3.4	-0.5	-1.0	0.4
COc1cc2[nH]c(=O)n(Cc3ccc(C(=O)NC4CCCC4)cc3)c(=O)c2cc1OC
 : -2.6	3.8	-12.3	-3.8	3.3	-5.4	8.0	5.2
COc1ccc(C)cc1NS(=O)(=O)c1cc(C)ccc1C
 : -4.9	10.6	-4.2	-6.2	2.7	-1.9	-6.5	-10.2
Cc1ccc(C(=O)CC(=O)c2ccccc2C)c(O)c1
 : -3.1	-4.2	1.4	-8.8	20.4	28.7	5.7	0.1
CCc1ccc(-c2cc(C(=O)N/N=C/c3ccco3)[nH]n2)cc1
 : -0.2	-6.3	-5.3	-18.9	-14.0	7.5	-6.2	-17.1
O=C(C1CCN(C2CCN(Cc3ccc4cc(F)ccc4n3)CC2)CC1)N1CCCC1
 : 0.8	5.4	4.6	-0.3	-1.8	-0.5	-0.1	29.7
Cc1cc(C)n(-c2nc(SCC(=O)Nc3nccs3)c3c4c(sc3n2)COC(C)(C)C4)n1
 : 3.0	-1.2	10.0	13.7	4.6	17.5	7.7	-22.2
N/C(=N\OC(=O)Cc1ccccc1[N+](=O)[O-])c1ccc(Br)cc1
 : 10.7	-6.2	-10.6	-7.0	-15.9	9.3	-45.1	-4.5
CCOC(=O)c1oc2ccccc2c1COC(=O)CNC(=O)c1ccc(C)cc1
 : 6.7	-1.0	3.0	18.6	1.7	11.9	-31.5	-14.3
COC(=O)C(CCSC)NC(=O)CNS(=O)(=O)c1ccc(F)cc1 (configuration not stated)
 : 0.9	4.6	8.6	-8.8	-2.6	-8.4	0.6	7.2
NS(=O)(=O)c1ccc(CCNC(=O)CN2C(=O)NC(c3ccccc3)(c3ccccc3)C2=O)cc1
 : -4.8	9.6	-3.4	5.9	2.4	8.2	7.4	-0.8
O=C(CN1CCN(S(=O)(=O)c2ccccc2F)CC1)NCC1(N2CCOCC2)CCCCC1
 : -3.9	-1.0	-6.3	7.1	-5.4	4.5	9.9	8.1
Cc1cc(NC(=O)CSc2nc(-c3cccs3)cc(C(F)(F)F)n2)no1
 : -0.1	-10.0	-5.4	-24.2	3.9	6.8	5.5	45.4
CCOC(=O)c1c(C)[nH]c(C)c1S(=O)(=O)NCCc1cccs1
 : -0.7	0.6	-2.9	-1.4	-1.2	7.0	11.5	-7.0
O=C(CCN1C(=O)c2ccccc2C1=O)Nc1sc2c(c1C(=O)NCC1CCCO1)CCC2 (configuration not stated)
 : -3.0	-5.6	-5.6	-1.6	1.6	0.8	4.0	5.8
COc1ccc2c(c1)O/C(=C\c1ccccc1C)C2=O
 : -3.9	1.4	-9.5	13.1	-3.5	21.4	13.8	-18.4
CCCOc1cccc(C(=O)Nc2cccc3ncccc23)c1
 : -2.3	2.9	-0.8	-3.6	2.8	9.2	3.4	-2.7
CC(CCN1C(N(C)C)=NC[C@@H]1C)c1ccccc1 (some centres not stated)
 : -7.8	5.4	-5.4	-6.0	2.7	1.0	11.6	13.8
CCOc1ccc(NC(=O)N(C2CCCCCC2)C2CCN(C(C)=O)CC2)cc1
 : -2.9	2.6	-13.9	-0.6	1.0	-17.9	9.5	-31.5
COc1ccc(CNC(=O)C2CCN(S(=O)(=O)N3CCCC3)CC2)cc1
 : -3.2	-0.1	-4.8	-5.6	4.1	16.5	18.8	0.5
O=C(Cc1ccc2c(c1)OCCO2)Nc1cc(C(F)(F)F)ccc1N1CCOCC1
 : -3.3	1.0	-2.0	23.5	10.4	16.3	11.8	25.2
C=CCNC(=O)CCCC(=O)NCC=C
 : -3.3	3.2	-5.7	-9.7	-0.7	7.2	-19.0	4.0
CCOc1ccc(-n2c(Cc3cc(=O)[nH]c(=O)[nH]3)nnc2SCC(=O)Nc2nnc(C)s2)cc1
 : -4.4	2.9	0.1	-5.1	2.1	-2.3	8.8	0.3
O=C(CSc1nnnn1-c1cccc2c1CCCC2)N1CCOCC1
 : -5.1	1.7	-4.6	-10.9	4.9	-1.0	12.4	1.7
COc1ccc(NC(=O)C(OC(=O)Cn2cnc3c2c(=O)n(C)c(=O)n3C)c2ccccc2)cc1Cl (configuration not stated)
 : x	x	-7.7	-0.1	-13.1	5.5	x	-1.4
CCOC(=O)C1=C(C)Nc2ccccc2N/C1=N\S(=O)(=O)c1cc(C(=O)O)ccc1Cl
 : 3.5	-10.5	-4.6	-8.4	-15.8	-4.6	7.4	1.4
CCOC(=O)[C@@H]1[C@H]2COc3ccccc3[C@H]2N2C(=O)N(c3ccccc3)C(=O)[C@]12C
 : -4.2	5.6	2.0	-2.1	5.7	11.9	-56.7	0.1
CCOC(=O)c1c(NC(=S)Nc2ccccc2C)sc2c1CCC2
 : -4.2	4.7	-0.1	-14.9	8.5	-5.2	6.0	29.7
O=C(Cc1cccc(NC(=O)C2CCCN(C(=O)C3CCCCC3)C2)c1)Nc1cccc(C(=O)N2CCCC2)c1 (configuration not stated)
 : -0.8	-16.6	-17.4	-11.6	-11.4	15.7	-6.1	-3.8
CCN1C(=O)[C@H]2[C@@H](c3ccc(C)cc3)N3C(=O)N(c4ccc(C)cc4)C(=O)[C@@]3(C)[C@H]2C1=O
 : 8.5	0.7	1.4	-8.0	3.0	1.0	-10.9	-20.8
O=C(CSc1nc2ccccc2c(=O)n1CCCN1CCOCC1)Nc1ccc2c(c1)OCO2
 : -1.3	18.0	-5.2	-1.8	5.6	-6.9	9.6	13.1
Cc1cc(C)nc(SC2CC(=O)N(c3ccc(C)c(C)c3)C2=O)n1 (configuration not stated)
 : -0.2	0.6	0.4	0.5	8.8	-10.1	-4.7	-8.7

High-throughput results from PubChem.
